Compound activity: PubChem, Sanford-Burnham Center for Chemical Genomics
HT1080 cytotoxicity = cytotoxicity in HT1080 fibrosarcoma cells, cell-based, fluorescence readout (AID 620); one-dose cytotoxicity, % at 10 µM; EC50 in µM for titrated hits; 87,000 tested, 0.42% active; HT1080 viability, fluorescence; higher % means a stronger effect; in the data active = cytotoxicity above about 50%;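 also: cells exposed to compound overnight then 4 h with Alamar Blue; 0% = vehicle DMSO and 100% = killing control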
Active calls of the source: *.

SMILES	HT1080 cytotoxicity
CCC(C)(C)n1nnnc1C(c1ccccc1)N1CCN(C2CCCC2)CC1 (configuration not stated)	0%
COc1cc(C=O)ccc1Oc1nnnn1-c1ccc(C(N)=O)cc1	-3%
CCC(=O)c1ccc(OCC(O)CN2CCN(C(c3ccccc3)c3ccccc3)CC2)cc1 (configuration not stated)	-8%
COc1ccc(OCCCC(=O)Oc2ccc(OC)cc2)cc1	13%
COC(=O)[C@@]1(Cc2ccc(F)cc2)[C@H]2c3cc(C(=O)N(C)C)n(CCSCCO)c3C[C@H]2CN1C(=O)c1ccccc1	-2%
Cn1cccc1/C=C1\CC(C(C)(C)C)C/C(=C\c2cccn2C)C1=O (configuration not stated)	-18%
Cc1ccc(C(=O)Nc2ccc(CC(=O)O)cc2)o1	-3%
COC(CNC(=O)CCc1c(C)nc2c(-c3ccc(F)cc3)c(C)nn2c1C)OC	5%
CCCCC(=O)Nc1ccc(C(=O)Nc2cccnc2)cc1	15%
CCN(CC)c1cc(C)c2cc(NC(=O)c3ccc(Br)o3)ccc2n1	-3%
Cc1cc(C)cc(N(CC(=O)N2CCOCC2)S(=O)(=O)c2ccccc2)c1	16%
Cc1nccn1Cc1cccc2ccccc12	10%
COc1ccccc1C(=O)NC1CCCCCCC1	3%
CCNc1nc(NC(C)C)nc(OCC)n1	-6%
CCOC(=O)c1cc(NC(=O)Nc2ccccc2OC)c(C)nc1C	-13%
CCCOc1ccc(N2C(=O)C3C(C(C)C)NC4(C(=O)c5ccccc5C4=O)C3C2=O)cc1 (configuration not stated)	-1%
C/C(=N\NC(=O)CNc1ccccc1Cl)C(C)(C)C	-7%
CN(C)/C=C1\C(=O)Nc2ccccc21	-6%
O=C(Nc1ccccc1C(=O)Nc1ccc2c(c1)OCO2)c1ccco1	-14%
O=C(NCc1cccs1)C1CCN(C(=O)NCc2ccccc2)CC1	16%
COc1ccc(CNC(=O)c2sc(=S)n(-c3ccc(OC)cc3)c2N)cc1	14%
CCN1CCN(C(c2ccc(OC)cc2)C(O)C(=O)c2c[nH]c3ccccc23)CC1 (configuration not stated)	11%
Cc1c(C)n(CC(O)CN2C(=O)c3ccccc3S2(=O)=O)c2ccccc12 (configuration not stated)	17%
CCCCSc1nc2c(c(C(F)(F)F)c1C#N)CCC2	28%
Cc1nc(-c2coc3cc(O)c(C)cc3c2=O)cs1	2%
The list goes on.
SMILES	HT1080 cytotoxicity
COc1ccc(S(=O)(=O)N(C(=O)C(C)C)c2ccc3oc(=O)sc3c2)cc1	18%
CCOC(=O)CCCNC(=O)COC(=O)c1cc2ccccc2cc1O	4%
O=c1[nH]c(CN2CCN(c3ccc([N+](=O)[O-])cc3)CC2)nc2ccsc12	25%
COc1ccc(-c2cc(C(F)(F)F)c3c(=O)n(-c4ccccc4)[nH]c3n2)cc1	7%
C=CCCCCCCCCC(=O)NNC1=CC(=O)CC(C)(C)C1	-19%
O=C(Nc1ccc(Br)cc1)c1ccco1	-4%
O=C(Cn1ncc(Cl)c(Cl)c1=O)c1ccc(Cl)cc1	1%
C/C=C/c1ccc(OCCCNC)c(OC)c1	-16%
Cc1nn(-c2cc(N3CCCC3)ccc2[N+](=O)[O-])c(=O)c2ccccc12	-4%
CC(C)C(=O)Nc1nnc(SCC(=O)N2c3ccccc3CC2C)s1 (configuration not stated)	-19%
CCn1c(CSc2nc3ccccc3s2)n[nH]c1=S	6%
COc1ccc(C(=O)C2CCN(C(=O)c3ccc(C)cc3)CC2)cc1	-4%
CC1(C)CC(=O)C=C(NC2CCCCCCC2)C1	9%
COc1ccc(Nc2oc(COc3ccc(OC)cc3)nc2C#N)cc1	-6%
O=c1oc2ccccc2c(Nc2ccccc2)c1[N+](=O)[O-]	-6%
C=CCn1c(=O)/c(=C2/SC(C)=C(C)N2CC)s/c1=C1/C(=O)N(C)C(=S)N1c1ccccc1	1%
CCCCN(CCCC)S(=O)(=O)c1ccc(SCC(=O)OCC)c([N+](=O)[O-])c1	2%
CSC1=N/C(=C\c2ccc(Br)o2)C(=O)S1	-23%
O=C(C1CCC1)N1CCc2cc(S(=O)(=O)NC3CCCc4ccccc43)ccc21 (configuration not stated)	7%
COc1ccc(CCNc2nc(C)cc(=O)[nH]2)cc1OC	6%
O=c1c(-c2ccnn2-c2cccc(Cl)c2)cnc2n1CCS2	-6%
Cn1c(=O)c2c(nc(SCC(=O)N3CCc4ccccc43)n2Cc2ccc(F)cc2)n(C)c1=O	-14%
Cc1nc(SC(C(=O)c2ccccc2)c2ccccc2)n[nH]1 (configuration not stated)	-2%
CCOC(=O)N1CCN(Cc2nc(-c3ccc(Cl)cc3)no2)CC1	13%
O=C(Nc1ccccc1N1CCN(c2ccccc2)CC1)C12CC3CC(CC(C3)C1)C2	-3%

Single entries from the results shown:
HT1080 cytotoxicity with COc1ccc(Nc2oc(COc3ccc(OC)cc3)nc2C#N)cc1 stands at -6%
HT1080 cytotoxicity with COc1ccc(-c2cc(C(F)(F)F)c3c(=O)n(-c4ccccc4)[nH]c3n2)cc1 stands at 7%
HT1080 cytotoxicity with C/C=C/c1ccc(OCCCNC)c(OC)c1 stands at -16%

(next part)
SMILES	HT1080 cytotoxicity
Cc1ccc(-c2c(C)n([O-])c3c([n+]2=O)CCCC3)o1	21%
Cc1ccc(NC(=O)c2ccc(N3C(=O)C4CC=C(Cl)CC4C3=O)cc2)cc1 (configuration not stated)	13%
O=C(Nc1ccc2nc(-c3ccccc3)[nH]c2c1)c1cccs1	57%*
O=C(Nc1ccc2nsnc2c1)N1CCCCC1	0%
CCOP(=O)(O)c1ccccc1OCCOCCOc1ccccc1P(=O)(O)OCC	2%
COc1ccc(-c2cn[nH]c2N)cc1OC	-6%
COc1cc(C2NC(=S)NC(C)=C2C(=O)OC(C)C)ccc1OC(C)C (configuration not stated)	10%
FC(F)(F)c1ccc(C2[C@H]3CN(CC4CCCCC4)[C@H](c4ccccc4)C34CC2(c2ccccc2)C4)cc1 (some centres not stated)	30%
COc1ccc(-n2c(SCC(=O)NCC3CCCO3)nc3ccccc32)cc1 (configuration not stated)	3%
CCOC(=O)C1CCN(C(=O)Cn2cccc2C(=O)c2ccccc2)CC1	8%
Cc1csc(NC(=O)CSc2ncn(-c3ccccc3)n2)n1	-1%
COc1cc(C2CC(=O)n3c(nc4ccccc43)S2)cc(OC)c1OC (configuration not stated)	-8%
CCC1(CC)Cc2ccccc2-c2nc(NCCO)[nH]c(=O)c21	11%
N#Cc1c(N2CCCC(O)C2)nc(N)c2c(N)nc3c(c12)CC(=O)N3C12CC3CC(CC(C3)C1)C2 (configuration not stated)	22%
CC(=O)c1ccc(N2CCN(c3ccc(S(=O)(=O)N4CCN(C)CC4)cn3)CC2)cc1	-3%
COc1ccc2c(OC)cc(-c3ccccc3)nc2c1	6%
Cc1cnc(NC(=O)CN2CCN(c3ccccc3F)CC2)s1	-14%
CCC(C)NS(=O)(=O)c1ccc(-c2csnn2)s1 (configuration not stated)	-3%
COc1ccc(C(=O)Nc2ccc(N3CCCC3)cc2)cc1	29%
COc1ccc(OCC(=O)N2CCN(S(=O)(=O)c3ccc(Cl)cc3)CC2)cc1	13%
Cc1cccc(C)c1-n1c(SCC(=O)NCc2ccco2)nc2ccccc2c1=O	31%
COc1cc(C(c2c(C)[nH][nH]c2=O)c2c(C)[nH][nH]c2=O)ccc1OS(=O)(=O)c1ccc(C)cc1	-2%
COc1nc(NCc2ccco2)nc(NC2CCCCC2)n1	-20%
CCCCCOP(=O)(OCCCCC)C1(NS(=O)(=O)c2ccccc2)C=CC(=O)c2ccccc21 (configuration not stated)	10%
CCCS(=O)(=O)c1snnc1C	21%

Pulled by structure from the list above, seven records:
SMILES	HT1080 cytotoxicity
O=C(Nc1ccc2nc(-c3ccccc3)[nH]c2c1)c1cccs1	57%*
CC(=O)c1ccc(N2CCN(c3ccc(S(=O)(=O)N4CCN(C)CC4)cn3)CC2)cc1	-3%
COc1ccc2c(OC)cc(-c3ccccc3)nc2c1	6%
N#Cc1c(N2CCCC(O)C2)nc(N)c2c(N)nc3c(c12)CC(=O)N3C12CC3CC(CC(C3)C1)C2 (configuration not stated)	22%
COc1cc(C2NC(=S)NC(C)=C2C(=O)OC(C)C)ccc1OC(C)C (configuration not stated)	10%
Cc1ccc(-c2c(C)n([O-])c3c([n+]2=O)CCCC3)o1	21%
Cc1cccc(C)c1-n1c(SCC(=O)NCc2ccco2)nc2ccccc2c1=O	31%

New compounds follow
SMILES	HT1080 cytotoxicity
CCc1ccccc1NC(=O)CSc1nc2ccccc2n1CC(=O)N1CCCC1	2%
CC(C)n1c(SCC(=O)Nc2ccccc2)nc2c1c(=O)n(C)c(=O)n2C	-1%
COc1ccc(C(=O)Nc2cc(C)nc3ccccc23)cc1OC	-11%
CC1CN(C(=O)c2ccc3c(c2)OCO3)CC(C)O1 (configuration not stated)	-6%
C=CCOc1cc(C)nc(-c2ccccc2O)n1	-10%
Cc1cccc2cc(C#N)c(SCC(=O)Nc3ccccc3N3CCOCC3)nc12	-1%
CC(=NCCCn1ccnc1)c1c(-c2ccccc2)[nH]n(-c2nc3ccccc3s2)c1=O	-7%
Cc1cc(C2(c3ccc(O)c(C)c3)OC(=O)c3ccccc32)ccc1O	-8%
COc1ccc(Nc2nc(N3CCCC3)nc(N3CCCC3)n2)c(OC)c1	11%
CCc1nc(SCC(=O)NCCc2ccccc2)c2oc3ccccc3c2n1	-14%
COc1ccc(OCCSc2nnc(-c3ccc(OC)cc3)n2N)cc1	-18%
CCCOc1c(Cl)cc(/C=N/O)cc1OCC	-2%
CC(=O)Nc1c(O)nc(SCC(=O)Nc2c(C)cccc2C)[nH]c1=O	-1%
Cc1cccc(C)c1NC(=O)N1CCN(c2nc3ccccc3s2)CC1	-4%
Cn1c(SCC(=O)NC(C)(C)C)nnc1-c1cccc(NC(=O)c2ccccc2F)c1	-15%
FC(F)(F)c1cc(-c2cccs2)nc(-n2cc(Br)cn2)n1	-4%
O=c1[nH]c2ccccc2n1CCC1CCCCC1	10%
C=CCc1ccc(OCCCN2CCCC(C)C2)c(OC)c1 (configuration not stated)	-21%
COC(=O)c1nn(-c2ccccc2)ccc1=O	-2%
O=C(Cn1c(-c2cncs2)nc2ccccc21)NCc1ccccc1	-4%
Cc1cccc(NC(=O)c2cc(N3C(=O)CCC3=O)ccc2Cl)n1	-4%
CN(C)c1ccnc(N(Cc2ccccc2)Cc2ccccc2)c1C#N	10%
Cc1cccc(C)c1N1CC(=O)N(c2c(C)cccc2C)CC1=O	-2%
Cc1nn(-c2ncc(C(F)(F)F)cc2Cl)c(=O)n1-c1ccccc1	6%
Cc1cc(C)nc(Nc2n[nH]c(-c3cccc4ccccc34)n2)n1	-15%

Reformatted as comma-separated lines: entries from further up
mol,HT1080 cytotoxicity
COc1ccc(OCCSc2nnc(-c3ccc(OC)cc3)n2N)cc1,-18%
CC1CN(C(=O)c2ccc3c(c2)OCO3)CC(C)O1 (configuration not stated),-6%
O=C(Cn1c(-c2cncs2)nc2ccccc21)NCc1ccccc1,-4%
CCc1ccccc1NC(=O)CSc1nc2ccccc2n1CC(=O)N1CCCC1,2%

New compounds follow:
SMILES	HT1080 cytotoxicity
CC(C)SCCCOc1ccc(C(C)(C)C)cc1	-14%
CCCCCCn1c(SCC(=O)c2c(N)n(C)c(=O)n(C)c2=O)nc2ccccc21	0%
CNC(=O)/C=C1\NC(C)(C)Cc2ccccc21	-1%
CCOc1ccc(N(CC(=O)NC2CCCC2)C(=O)CCCC(=O)Nc2ccccn2)cc1	-6%
CCC(=O)c1cc2c(cc1NC(=O)c1ccccc1)OCCO2	1%
CN(C)c1nc(N/N=C\c2ccc(Cl)c([N+](=O)[O-])c2)nc(Nc2ccc(F)cc2)n1	6%
Cc1cccc(OCc2n[nH]c(=S)n2C2CCCCC2)c1	8%
CCCCOCCCNC(=O)c1ccc(OCC)cc1	-9%
CCCn1c(C)cc(/C=C(\C#N)C(=O)OCC(=O)NC(=O)NC(C)(C)C)c1C	-3%
COc1ccccc1NC(=O)CSc1nc(O)c(Cc2ccccc2)c(=O)[nH]1	7%
N#CC1(C#N)COC23CCCCC2C1(C#N)C(=N)O3 (configuration not stated)	-14%
Cc1cc(OCCOc2cccc3cccnc23)c(C)cc1Cl	-7%
COC(=O)c1ccc(NC(=O)N2CCC(O)(c3cccnc3)CC2)cc1	2%
CN(Cc1ccco1)S(=O)(=O)c1ccc2c(c1)CCN2C(=O)CCC(=O)O	9%
COc1ccccc1N1CCN(C(=O)CC2NC3CCCCC3NC2=O)CC1 (configuration not stated)	3%
Cc1nn(Cc2ccc(Cl)cc2Cl)c(C)c1NC(=O)c1nn(C)cc1Cl	-3%
CCOC(=O)c1sc2nc(CC(=O)OC)nc(NCc3ccc(F)cc3)c2c1C	-3%
Cc1cc(C(=O)N(C)C)sc1-c1ccccc1	-9%
Clc1ccccc1Cn1nnc2c(N3CCOCC3)nc(C3CC3)nc21	-8%
COc1ccc(/C=N/N=C2/NC(=O)C(c3ccccc3)(c3ccccc3)S2)cc1	12%
CCOC(=O)C1=C(N)n2c(s/c(=C/c3ccccc3)c2=O)=C(C(=O)OCC)C1c1ccccc1 (configuration not stated)	-2%
O=C(O)CCc1ccc(S(=O)(=O)NCCc2ccccc2)cc1	8%
Cc1ccc(C(CC(N)=O)c2ccco2)cc1 (configuration not stated)	-19%
COc1ccc(NCc2n[nH]c(=O)c3ccccc23)cc1	3%
O=C(Cn1cc([N+](=O)[O-])cn1)N1N=C(C(F)F)CC1(O)C(F)F (configuration not stated)	2%
Carrying on.
SMILES	HT1080 cytotoxicity
O=C(CN1CCCCC1)Nc1ccccc1	0%
Cc1nnc(SCc2ccccc2)n1CC1CCCO1 (configuration not stated)	-3%
CCC(C)NC(=O)c1ccccc1NC(=O)Nc1ccccc1 (configuration not stated)	-18%
CCOc1cc(S(=O)(=O)NCCc2ccc(OC)c(OC)c2)c(OCC)cc1-n1cnnn1	-4%
CC(=O)c1c(CC(=O)O)[nH]n(-c2nc3ccccc3s2)c1=O	5%
Clc1ccc(C(c2nnnn2CCc2ccccc2)N2CCSCC2)cc1 (configuration not stated)	-7%
c1ccc(C(c2nnnn2C2CCCC2)N2CCN(c3ccccc3)CC2)cc1 (configuration not stated)	-11%
CCOc1cc(S(=O)(=O)N(CC)CC)ccc1F	25%
COc1cc2ccccc2cc1C(=O)O	20%
COc1ccc(C(=O)N(Cc2ccccc2)Cc2cc3cc4c(cc3[nH]c2=O)OCCO4)cc1	-3%

Some of the compounds tested; the hit share may differ from the screen's.
